ELG1 DNA repair – qHTS screen for small molecules that inhibit ELG1-dependent DNA repair in human embryonic kidney (HEK293T) cells expressing luciferase-tagged ELG1; AID 504467, 2011; HEK293T ELG1-luciferase reporter, luminescence, 16 h; DNA damage induced by 5-fluorouridine; 330,000 compounds, 2.3% hits; Potency, µM (highest dose often 46.1 µM), for the others: at the highest dose activity change, negative = inhibition, most hits filed as inhibitors; note: potency is the fitted concentration of half-maximal effect; % is set by controls: 0 for no effect and ±100 for the full control effect; nearly all actives have a fitted effect of over 55% in size
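Cells (2,000 per well) received 5-fluorouridine plus test compound or DMSO and were incubated 16 hr at 37 °C, 5% CO2. Luciferase activity was read by luminescence 30 min after ONE-Glo addition; signal suppression marked inhibition of damage-induced ELG1 function.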
B2AR arrestin – qHTS assay of beta-arrestin-biased ligands of beta2-adrenergic receptor. Beta-2 adrenergic receptor (Homo sapiens), P07550. beta-arrestin recruitment to beta2AR, cell-based reporter. Potency, µM (titrated, usually from 46.1 µM), for the others: at the highest dose activation, most hits filed as activators. AID 492947, 2010. 330,000 compounds, 0.02% hits;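 note: potency is the fitted concentration of half-maximal effect; 0% = DMSO controls and full agonism = EC100 isoproterenol or metaproterenol; nearly all actives have a fitted effect of over 65% in size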
Target sequence (P07550 whole entry, looked up): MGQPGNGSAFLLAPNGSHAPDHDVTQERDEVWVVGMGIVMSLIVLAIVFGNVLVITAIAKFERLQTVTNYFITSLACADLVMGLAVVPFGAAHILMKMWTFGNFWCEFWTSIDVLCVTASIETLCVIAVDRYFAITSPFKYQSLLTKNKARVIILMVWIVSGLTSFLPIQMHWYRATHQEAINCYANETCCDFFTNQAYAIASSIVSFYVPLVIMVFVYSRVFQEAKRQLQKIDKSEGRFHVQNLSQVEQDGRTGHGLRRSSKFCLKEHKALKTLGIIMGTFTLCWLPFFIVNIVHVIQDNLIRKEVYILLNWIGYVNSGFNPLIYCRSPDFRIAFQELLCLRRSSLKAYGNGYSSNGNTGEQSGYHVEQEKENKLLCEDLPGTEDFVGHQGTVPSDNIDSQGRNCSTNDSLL
TSG101-PTAP inh – qHTS Assay for Iinhibitors of HIV-1 Budding by Blocking the Interaction of PTAP/TSG101; Tumor susceptibility gene 101 protein (Homo sapiens), Q99816; Fluorescence polarization, FITC-PTAP peptide / Tsg101 binding; Potency, µM (titrated, usually from 115 µM), for inactives: at the highest dose activity change, negative = inhibition, usual class: inhibitors; 340,000 tested, under 10 active; AID 493005, 2010; active = well fitted inhibition curve with a large enough effect in the main read-out, with a control signal flat, not every such curve was filed as active; inconclusive = small, poorly fitted or top-dose-only effect, or effect the other way, or a change in a side signal; inactive = no such curve, though single readings can be large or run the other way; note: potency is the fitted concentration of half-maximal effect; % of control where 0% means no effect
Target sequence (Q99816 whole entry, looked up): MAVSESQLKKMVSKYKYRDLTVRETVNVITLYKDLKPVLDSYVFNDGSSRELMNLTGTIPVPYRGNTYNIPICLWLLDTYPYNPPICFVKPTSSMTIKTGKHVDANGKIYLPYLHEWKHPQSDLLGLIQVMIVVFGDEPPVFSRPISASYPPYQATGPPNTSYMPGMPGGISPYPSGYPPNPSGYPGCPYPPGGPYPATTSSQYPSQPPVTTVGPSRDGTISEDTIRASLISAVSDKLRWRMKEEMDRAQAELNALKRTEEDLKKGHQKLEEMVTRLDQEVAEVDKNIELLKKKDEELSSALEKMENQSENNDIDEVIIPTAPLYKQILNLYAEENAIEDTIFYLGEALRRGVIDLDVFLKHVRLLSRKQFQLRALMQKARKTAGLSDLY
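Fluorescence anisotropy tracks displacement of a FITC-tagged PTAP peptide (50 nM) from the Tsg101 binding domain (10 uM), following a 20 min room-temperature incubation at pH 7.5.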
BRCA1 expr act – qHTS Assay to Identify Small Molecule Activators of BRCA1 Expression; MCF7-BRCA1-FFLuc reporter, luminescence, 48 h; response scale: scaled: vehicle 0%, 10 µM genistein 100%; Potency, µM (titrated, usually from 46.1 µM), for inactives: top-dose activation, most hits filed as activators; 380,000 compounds, 1.1% hits; AID 624202, 2012; note: potency is the fitted concentration of half-maximal effect; nearly all actives have a fitted effect of over 80% in size; some results filed as inactive show a strong effect at the top dose
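Luminescence from a BRCA1-driven firefly luciferase in MCF7 cells was the read-out, taken 15 min after substrate addition following 48 h compound exposure at 37 °C. Data were normalized to a 10 microM genistein control and DMSO vehicle.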
p53 reactivator – qHTS assay for re-activators of p53 using a Luc reporter. Potency, µM (top dose mostly 92.2 µM), without a hit: at the top dose activity change, positive = activation, usual class: activators. 320,000 compounds, 0.063% hits. H1299 p53-A138V BP100-luciferase reporter, luminescence, 24 h; note: potency is the fitted concentration of half-maximal effect; % of control where 0% means no effect; nearly all actives have a fitted effect of over 45% in size
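H1299 (p53-null), stable ts p53-A138V + BP100-Luc; 1000 cells/well, Opti-MEM/10% FBS; cpd 4 pt, 1:5; 24 h, 37 deg C, 5% CO2; detection reagent 10 min RT; luminescence.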
TCR activator – Activators of T cell receptors: qHTS campaign | primary human leukocytes, anti-CD3, IL-2 HTRF, 48 h | Potency, µM (highest dose often 9.22 µM), for inactives: at the highest dose activation of IL-2 secretion, hits mostly activators | 330,000 tested, under 10 active | AID 504894, 2011; note: % of control where 0% means no effect
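1) Mix primary human leukocytes, a-CD3 beads and compound. 2) Incubate 48 hr. 3) Add HTRF IL-2 reagents (a-IL-2-K, a-IL-2-d2).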
AT treatment – qHTS Assay for Identifying a Potential Treatment of Ataxia-Telangiectasia; […] A-T fibroblasts, KAP-1 phosphorylation AlphaLISA; neocarzinostatin DNA damage 30 min before lysis; Potency, µM (doses to about 57.5 µM), for inactives: at the top dose activation, hits mostly activators; 320,000 compounds, 0.19% hits; note: potency is the fitted concentration of half-maximal effect; % of control where 0% means no effect; nearly all actives have a fitted effect of over 45% in size
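hTERT-immortalized A-T patient fibroblasts ([…]), 500 cells/well in OPTI-MEM, 1% FBS, got compounds for 60 min, then NCS for 30 min at 37C. Lysates were then assayed for phospho-KAP-1 by AlphaLISA (anti-pKAP1 donor, anti-KAP1 acceptor beads), 6 hr at 25C.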
CXXC DNA block – qHTS Fluorescence Polarization Assay for Inhibitors of MLL CXXC domain - DNA interaction; AID 2662, 2010; Histone-lysine N-methyltransferase 2A (Homo sapiens), Q03164; Potency, µM (series often up to 115 µM), without a hit: at the top dose activity change, negative = inhibition, most hits filed as inhibitors; 290,000 compounds, 0.037% hits; MLL-CXXC / FITC-HOXA9 DNA fluorescence polarization; active = well fitted inhibition curve with a large enough effect in the polarisation, with a control signal flat, not every such curve was filed as active; inconclusive = small, poorly fitted or top-dose-only effect, or effect the other way, or a change in a side signal; inactive = no such curve, though single readings can be large or run the other way; the % refers to the polarisation; note: potency is the fitted concentration of half-maximal effect
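Fluorescence polarization: 7 uM MLL-CXXC (stock) preincubated 5 min with compounds, then 50 nM fluorescein-HOX-A9 DNA (stock) added; 30 min ambient. Buffer 50 mM Tris-HCl pH 7.5, 50 mM NaCl, 1 mM DTT, 0.05% BSA.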
a7 integrin act – qHTS for Activators of Integrin-Mediated Alleviation for Muscular Dystrophy | Potency, µM (series often up to 38.3 µM), for the others: at the top dose activation, actives largely listed as activators | 350,000 compounds, 0.064% hits | alpha7betagal myoblasts, beta-gal FDG fluorescence, 48 h;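 note: potency is the fitted concentration of half-maximal effect; 100% = response of the positive control SU9516; nearly all actives have a fitted effect of over 60% in size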
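Alpha7betagal+/- myoblasts (passage 13) were plated 16-24 hr, then exposed to compounds (1:260 dilution of DMSO stock) for 48 hours at 37C. After MPER lysis, β-galactosidase reporter activity was read as FDG fluorescence (ex 480/em 540) after 30 minutes.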
TRPV1 agonist – HTS Assay for Compounds that Act as Agonists of the Vanilloid Receptor 1; 320,000 compounds, 0.19% hits; Transient receptor potential cation channel subfamily V member 1 (Homo sapiens), Q8NER1; TRPV1-expressing cells, Fluo-8 calcium influx, agonist mode; AID 540275, 2011; activation, % at 8.33 µM; in the data active = activation above about 80%; inconclusive = between about 30% and that limit; note: 0% is about no effect
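TRPV1-expressing cells were cultured overnight at 35.5C and loaded with Fluo-8 calcium dye for 40 to 90 min at room temperature. After a 10 s baseline, compound was added and calcium influx was read kinetically for 3 min (ex 480/em 520 nm).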
Active calls of the source: *; u = inconclusive; x = no result given; & = joins results of further samples; [ ] = another dose, or the depositor's remark. Unless noted, calls come from the whole dose curve; as a rule, active = well fitted curve in the direction sought with a large enough effect; inconclusive = small, poorly fitted or top-dose-only effect, or another doubt; inactive = no such curve, though single readings can be large; an effect the other way counts as inactive or inconclusive.

The opening 3 records as a preview:
mol	ELG1 DNA repair	B2AR arrestin	TSG101-PTAP inh	BRCA1 expr act	p53 reactivator	TCR activator	AT treatment	CXXC DNA block	a7 integrin act	TRPV1 agonist
CC(=O)NC(NC(=S)Nc1c(C)n(C)n(-c2ccccc2)c1=O)C(Cl)(Cl)Cl (stereo not given)	10%	-0.1%	-6%	0%	1%	3%	-17%	0%	1%	1
CCOc1ccc(CCNC(=O)C2=C(C)C(=O)OC23CCC(C)CC3)cc1 (stereo not given)	0%	0.0%	0%	-4%	-4%	2%	11%	1%	12%	9
O=C(CN1CCc2ccccc21)NN1CC(=O)N(c2ccc(Cl)cc2)CC1=O	0%	-0.5%	-1%	0%	-2%	3%	-4%	4%	-23%	-3

The list itself, from the start:
mol	ELG1 DNA repair	B2AR arrestin	TSG101-PTAP inh	BRCA1 expr act	p53 reactivator	TCR activator	AT treatment	CXXC DNA block	a7 integrin act	TRPV1 agonist
CC(=O)NC(NC(=S)Nc1c(C)n(C)n(-c2ccccc2)c1=O)C(Cl)(Cl)Cl (stereo not given)	10%	-0.1%	-6%	0%	1%	3%	-17%	0%	1%	1
CCOc1ccc(CCNC(=O)C2=C(C)C(=O)OC23CCC(C)CC3)cc1 (stereo not given)	0%	0.0%	0%	-4%	-4%	2%	11%	1%	12%	9
O=C(CN1CCc2ccccc21)NN1CC(=O)N(c2ccc(Cl)cc2)CC1=O	0%	-0.5%	-1%	0%	-2%	3%	-4%	4%	-23%	-3
COc1ccc(OC)c(S(=O)(=O)Nc2ccccc2C(F)(F)F)c1	-1%	-0.9%	0%	-1%	-1%	-3%[46.1 µM]	-1%	5%	5%	1
O=C(NCc1cccc(Cl)c1)C1CCC(=O)N(CCN2CCOCC2)C1 (stereo not given)	-1%	-0.2%	x	-30%	-1%	9%	3%	9%	-8%	-2
O=C(CSc1nnc(-c2ccc(Br)cc2)o1)N1CCN(C(=O)c2ccco2)CC1	23µM*	-0.3%	-7%	-23%	-2%	-3%	10%	-4%	0%	-2
CN(C)c1ccc(C(=O)OCC(=O)N2CCCC2)cc1	u	-0.1%	-4%	62%	10%	-1%	-4%	-2%	-10%	0
COc1ccccc1CCNC(=O)c1cccc(S(=O)(=O)N2CCc3ccccc3C2)c1	-12%	-0.7%	-5%	-8%	6%	-5%	-4%	x	-8%	0
COc1cccc(NC(=O)CN(C)C(=O)CC(NC(=O)c2ccccc2Cl)c2ccccc2)c1 (stereo not given)	4%	1.0%	-5%	4%	6%	-28%	2%	x	19%	7
O=c1[nH]c(SCc2cccc([N+](=O)[O-])c2)nc2[nH]ncc12	8%	-0.2%	-3%	-5%	-4%	-1%	0%	-3%	39%	1
COc1ccc(C2=NOC3(CC(=O)N(c4ccc(C)cc4)C3=O)C2)cc1 (stereo not given)	u	0.6%	-6%	3%	10%	0%	x	-1%	-13%	-1
Cc1cc2c(=O)n(C)c(SCC(=O)Nc3ccccc3)nc2s1	u	-0.7%	-1%	11%	u	-7%	-1%	8%	-2%	9
Cc1nn(CCc2nn[nH]n2)c2nc(-c3ccccc3)cc(C(F)(F)F)c12	u	-0.1%	-6%	2%	3%	5%	-3%	-2%	2%	-1
COC(=O)c1cc(S(=O)(=O)N2CCC(C)CC2)ccc1F	u	0.1%	-8%	-16%	1%	0%	-5%	-3%	-2%	-4
CCOC(=O)c1ccc(NC(=O)CC2C(=O)N(c3ccc(F)cc3)C(=O)N2CCC(C)C)cc1 (stereo not given)	u	-0.4%	1%	-37%	16%	3%	-1%	4%	u	15
CCOC(=O)N1CCN(C(=O)c2ccc3nc(C)sc3c2)CC1	6%	0.2%	0%	-17%	5%	4%	1%	-3%	-11%	1
Cc1c(/C=N/Nc2ccc(C(=O)O)cc2)c2ccccc2n1C	u	0.0%	1%	74%	12%	7%	-8%	-2%	-11%	11
Cc1cc(C(=O)NNc2c(Cl)cccc2Cl)n(C(C)(C)C)n1	u	0.4%	-1%	-27%	-5%	-3%	3%	-14%	u	-5
CCOC(=O)N1CCN(C(=O)CS(=O)Cc2nc(-c3ccc(C)cc3)oc2C)CC1 (stereo not given)	1%	-1.8%	1%	-17%	3%	-1%	1%	-4%	-17%	0
CN(C)c1ccc(NC2=C([N+](=O)[O-])CS(=O)(=O)C2)cc1	-2%	5.6%	-10%	-7%	24%	-44%	-10%	1%	-17%	-1
Cc1c(Cl)ccc2c(C(N)=O)cc(-c3ccccn3)nc12	-5%	0.1%	-6%	-22%	-2%	x	3%	4%	-8%	0
COC(=O)c1cc(CSc2ncnc3sccc23)oc1C	-1%	-0.9%	0%	40%	1%	7%	-3%	13%	-26%	1
CCOC(=O)[C@@H]1[C@H]2COc3cc(OC)ccc3[C@@H]2N2C(=O)N(c3ccc(C)cc3)C(=O)[C@@]12C	-10%	-1.3%	-3%	12%	x	-1%	9%	-5%	29%	0
COc1ccc2c(C)cc(SCC(=O)c3ccc4c(c3)OCO4)nc2c1	u	0.1%	-4%	-68%	13%	2%	7%	5%	5%	3
Nc1ccccc1-c1nnc(SCC(=O)Nc2ccccc2OC(F)F)[nH]c1=O	6%	-0.8%	0%	-8%	3%	-3%[46.1 µM]	-2%	x	-4%	x
O=C(Cn1[nH]c(=O)c2ccccc2c1=O)NCc1cccnc1	4%	-0.5%	-5%	0%	1%	-2%	8%	11%	-19%	-2
COc1ccc(CCNC(=O)NC2CCCCC2)cc1OC	10%	0.2%	1%	2%	7%	5%	1%	3%	23%[7.66 µM]	2
S=C(c1ccc(-c2cc(Cl)ccc2Cl)o1)N1CCOCC1	-13%	0.0%	-2%	-2%	u	x	1%	3%	-20%	u
Cc1ccc(O)c(C2=Nc3ccccc3N=C(c3cccc([N+](=O)[O-])c3)C2)c1	14%	-1.0%	0%	18%	u	-5%	8%	-3%	-3%	4
COc1ccc(CNC(=O)c2cc(C)nn2-c2ccccc2)cc1	0%	0.0%	-1%	14%	-4%	-2%	-11%	2%	u	3
Cc1ccc(C(=O)Nc2nc(-c3ccccn3)cs2)cc1S(=O)(=O)N1CCOCC1	-10%	-2.7%	-1%	-49%	u	1%	-10%	x	-25%	u
O=C(NNc1ncc(C(F)(F)F)cc1Cl)c1c(Cl)cccc1Cl	16%	7.4%	-3%	-84%	1%	-2%	5%	-7%	-9%	10
O=C(Nc1ccc(Cl)c(Cl)c1)OCCNC(=O)c1cccc(Cl)c1	-7%	0.2%	-2%	-35%	-4%	9%	2%	22%	2%	7
CCOC(=O)c1c(NC(=O)COc2ncnc3ccccc23)sc(C(C)=O)c1C	u	0.2%	9%	-22%	-5%	-2%[46.1 µM]	10%	3%	-42%[inhibitor]	1
O=C(c1ccc(F)c(S(=O)(=O)N2CCOCC2)c1)N(c1ccccc1)c1ccccn1	-2%	0.2%	-1%	3%	-1%	2%	-9%	3%	7%	-1
O=C(O)C=C1C2CC3CC(C2)CC1C3	18%	4.0%	-6%	-1%	7%	2%	0%	1%	9%[7.66 µM]	3
COc1ccc(CCc2nc(C)ccc2O)cc1	u	-1.2%&0.1%	-6%&-1%	u	u	2%[46.1 µM]	-2%&-1%	1%&2%	1%&-7%	16&-1
CCCCCCCCCOC(=O)C1N2C(=O)[C@@H](NC(=O)COc3ccccc3)[C@H]2SC1(C)C (stereo not given in full)	x	x	0%	-3%	x	-4%	x	x	-14%	x
